From PubChem BioAssay
FN deposit inh = fibronectin deposition inhibition | actives 0.086% (n = 350,000) | AID 743247 | inhibition, % at 12.6 µM | AH1F fibroblasts, Alexa488-fibronectin deposition fluorescence, overnight;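 active means mean inhibition across replicates of 30% or more, regardless of how many single replicates reach that level; inconclusive means mean under 30% yet at least half of replicates reach 30%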;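 further: positive control wells lacked labelled fibronectin entirely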
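Material: AH1F fibroblast monolayer depositing Alexa488-labelled fibronectin into matrix | Input: 10000 AH1F cells/well | Medium: DMEM plus 2% serum, read in PBS | Reagent: Alexa488-fibronectin, 24 nM final in well | Compound dosing: One dose per compound, pinned | Schedule: 1 h adhesion, overnight exposure | Measured by: Fluorescence at 485 nm excitation, 525 nm emission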
DENV2 CPE rescue = protects cells from dengue virus 2 cytopathic effect. actives 1.7% (n = 350,000). DENV2-infected cells, cytopathic effect rescue, plate reader. CPE inhibition, % at 9.99 µM. AID 651640; in the data active means CPE inhibition above about 20%, passing the limit was not always enough; inconclusive means no clear call, values can overlap the other calls; tested in BHK-21 cells;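 further: 0% = median of neutral control wells and 100% = median of positive control wells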
CFTR F508del cor = correctors of CFTR F508del function in bronchial epithelial cells; CFBE cells, YFP halide quenching; stimulated with forskolin plus potentiator P3; % fluorescence drop versus neutral controls; activity (quench increase), % at 7.58 µM; actives 0.36% (n = 350,000); AID 720511;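 active means mean added fluorescence quench of at least 8% versus neutral control, with both replicates also reaching 8%; inconclusive means only one of the mean or replicate conditions met; inactive means mean below 8% and not both replicates reaching 8%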;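 further: cells transiently co-express mutant CFTR-F508del with the halide-sensitive YFP; corrector assay measuring rescue of mutant channel to the surface after 24 h compound exposure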
miR122 inh = blocks miR-122 activity in Huh7 sensor cells | Huh7 miR-122 Renilla luciferase sensor, 48 h; neutral wells = 0, positive control = 100 | activation (reporter increase), % at 12.5 µM | actives 0.3% (n = 340,000) | AID 602342;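 active means mean replicate activation score at least 90 and every replicate individually at or above 90; inconclusive means only one of the two criteria met; inactive means neither criterion met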;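 further: higher luciferase means less miR-122 activity so hits act as miR-122 inhibitors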
EWS-Fli block = EWS/Fli transcriptional activity inhibition; A673 NR0B1-luciferase reporter, viability-normalised; inhibition, % at 12.6 µM; actives 0.67% (n = 350,000);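 active means mean inhibition of at least 50% after viability correction, with every replicate also passing that limit; inconclusive means mean reaches 50% but only one of two replicates passes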;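 further: firefly luciferase signal divided by Alamar Blue viability fluorescence both relative to DMSO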
INS-1E GSIS act = GLuc luminescence reporter in INS-1E cells, primary screen for activators of glucose-dependent secretion of insulin; INS-1E GLuc reporter insulin secretion, 2-3 h; activation, % at 16.6 µM; actives 0.61% (n = 370,000); AID 743287;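 active means lowest replicate activation of at least 40%, so every replicate reaches that level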;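 further: 0% = median of neutral control wells and 100% = median of IBMX positive control wells; some compounds called inactive have numbers as strong as hits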
PAX8 reporter = inhibitors of PAX8 transcriptional activity in RMG-I cells | RMG-I TPO-luciferase reporter, SteadyGlo, 24 h | AID 652154 | actives 1.2% (n = 360,000) | inhibition, % at 12.6 µM;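 active means mean replicate inhibition at least 60% with every replicate also reaching 60%; inconclusive means only one of the two criteria is met; inactive means mean below 60% and not all replicates reaching 60%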;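 further: luciferase light reporting Pax8 driven TPO promoter activity; plate controls were median of neutral control wells for no effect and mitoxantrone controls for full effect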
* hit, by the source's call; ? = inconclusive; . = no result given; [ ] = another dose, or the depositor's remark.

canonical_smiles,PAX8 reporter,miR122 inh,DENV2 CPE rescue,CFTR F508del cor,FN deposit inh,INS-1E GSIS act,EWS-Fli block
Cc1nc(-c2ccccc2)sc1C1(C)CC(c2ccc(C#N)cc2)=NO1 (configuration not stated),-35.3,-1.2,-0.8,-0.6,2.6,7.6,-33.2
Cc1c(C(=O)N(C)c2ccccc2)oc2c1C(O)CC(C)(C)C2 (configuration not stated),-13.1,-5.0,8.6,-0.4,1.1,24.3,.
CC(C)(C)c1nnc2sc(SCCN3C(=O)c4ccccc4C3=O)nn2c1=O,12.1,2.3,.,.,1.4,1.8,.
C[C@H](CO)N1C[C@H](C)[C@@H](CN(C)Cc2ccccc2C(F)(F)F)OCc2ccccc2-c2ccccc2C1=O,44.6,.,3.8,-1.8,.,.,20.2
COc1ccc(NC(=O)c2cccc(S(=O)(=O)N3CCCCCC3)c2)cc1,6.6,14.7,2.7,1.6,1.6,-2.5,13.2
Cc1cc(C)cc(NC(=O)COC(=O)c2ccc(CN3CCCC3=O)cc2)c1,-2.0,.,11.8,-1.1,-2.5,6.4,1.3
C[C@H]1CN([C@@H](C)CO)C(=O)c2cccc(NS(=O)(=O)c3ccccc3)c2O[C@@H]1CN(C)Cc1ccncc1,-16.6,13.3[16.7 µM],-0.4,-3.1,.,-1.8,-3.3
C/C(CC(=O)NCc1ccco1)=N\NC(=O)COc1ccc(Cl)cc1Cl,12.3,3.3,-2.9,3.4,5.6,6.4,2.4
CC(C)Cn1c(N)c(C(=O)COC(=O)c2cc(-c3ccccc3)nc3ccccc23)c(=O)n(C)c1=O,-22.7,-3.2,29.9*,-3.8,0.4,5.1,5.4
CCNc1ccc(C(=O)OC(C(=O)NC(N)=O)C(C)C)cc1[N+](=O)[O-] (configuration not stated),11.8,.,11.9,0.6,.,14.6,8.2
CC1CC(C(=O)Nc2ccccc2)C(=O)O1 (configuration not stated),-18.1,-0.3,2.0,1.9,0.7,2.0,1.2
CC(C)C#Cc1cnc2c(c1)C(=O)N([C@@H](C)CO)C[C@H](C)[C@@H](CN(C)C(=O)Nc1ccccc1)O2,.,-6.7[16.7 µM],-4.5,-0.2,-10.3,-0.4,-2.9
CC(CC(=O)Nc1ccc2c(c1)OCO2)c1ccccc1 (configuration not stated),-103.3,4.0,-2.0,3.1,-2.9,3.6,-58.9
Cc1cc(C(=O)NC2Cc3ccccc3C2)c(C)o1,-16.1,-6.1,-6.1,-1.2,3.3,2.5,-33.6
CO[C@H]1CN(C)C(=O)c2ccc(NS(=O)(=O)c3cn(C)cn3)cc2OC[C@H](C)N(CC2CC2)C[C@H]1C,-14.4,.,?,-2.4,-0.5,5.4,-1.4
Cc1ccc(CNC(=O)CCn2ccc3cc(S(=O)(=O)N4CCCC4)ccc32)cc1,5.5,-0.6,2.1,2.3,0.2,-19.2,.
C[C@H]1CN([C@@H](C)CO)C(=O)c2c(c3ccccc3n2C)-c2ccccc2CO[C@@H]1CN(C)CC1CC1,.,.,-4.0,-0.3,-4.2,-3.6,-4.9
COc1ccc(/C=C2/Sc3ccc(C(=O)NCCN4CCCCCC4)cc3NC2=O)cc1,9.4,-11.3,0.1,0.9,8.3,7.6,?
CNC[C@H]1Oc2c(NC(=O)c3ccncc3)cccc2C(=O)N([C@H](C)CO)C[C@@H]1C,4.7,-0.2[16.7 µM],7.9,1.2,-13.1,3.9,-14.5
C[C@@H]1CN([C@H](C)CO)C(=O)c2cc(NC(=O)Nc3ccccc3)ccc2O[C@@H](C)CCCCO[C@H]1CN(C)C(=O)C1CCCCC1,31.8,-10.7[16.7 µM],-5.5,2.2,-3.3,-21.4,12.1
COc1ccc2c3c(n(C)c2c1)[C@@H](CO)N(Cc1ccc(Cl)cc1)CC31CN(CC2CC2)C1,.,.,4.3,1.0,.,-26.2,-22.2
C[C@H]1CN([C@@H](C)CO)C(=O)c2c(c3ccccc3n2C)-c2ccccc2CO[C@H]1CN(C)CC1CC1,.,.,2.6,-2.5,6.4,-1.1,-0.2
C[C@@H]1CN([C@@H](C)CO)C(=O)c2cc(NC(=O)Nc3ccccc3)ccc2O[C@H]1CN(C)S(=O)(=O)c1ccccc1,36.8,2.0[16.7 µM],-3.9,-2.0,.,6.4,-8.6
O=[N+]([O-])c1nn(-c2ccccc2)[n+]([O-])c1N1CCN(c2ccccc2F)CC1,5.8,.,-5.7,2.6,-7.1,2.2,-3.5
CCOC(=O)CN1C(=O)S/C(=C/c2ccco2)C1=O,-24.9,-4.4,2.6,-0.9,-4.3,-16.0,-8.3
O=C1c2sccc2-c2cccc3cccc1c23,-23.4,.,5.8,0.7,-2.6,18.9,-44.8
COc1ccc(-c2cn(Cc3ccc(C(N)=O)cc3)c(-c3ccncc3)n2)cc1,-237.7,2.4,-5.5,1.6,-3.2,.,-96.1
COc1ccc(NC(=O)N(C)C[C@@H]2Oc3ccc(NC(=O)C4CC4)cc3CC(=O)N([C@@H](C)CO)C[C@@H]2C)cc1,-6.0,-9.2[16.7 µM],5.3,1.1,.,7.7,-2.1
C[C@H]1CN([C@@H](C)CO)C(=O)c2cccc(NC(=O)Nc3ccc4c(c3)OCO4)c2O[C@H]1CN(C)S(=O)(=O)c1ccc(F)cc1,-23.1,1.6[16.7 µM],1.3,-3.8,.,-0.9,-13.1
CCOC(=O)N1CCC(NC(=O)C2CCN(c3nc(-c4ccc(OC)cc4)no3)CC2)CC1,-15.5,-6.0,.,.,8.3,.,.
Cc1ccc(NC(=O)CSc2nnnn2C2CCCC2)cc1S(=O)(=O)N1CCOCC1,0.9,.,-7.1,-2.1,2.3,.,12.1
CC1CN(C(C)C(=O)NC(c2ccccc2)c2ccccc2)CC(C)O1 (configuration not stated),8.7,-6.0,-3.5,-1.4,-20.5,-9.6,3.8
Cc1c(C=O)c2ccccc2n1CCOc1ccccc1F,26.3,.,-3.4,-1.9,3.7,-3.6,5.0
O=C(CCCC(=O)N(c1ccc2c(c1)OCCO2)C(C(=O)NC1CCCCC1)c1ccc(Cl)cc1)Nc1ccccn1 (configuration not stated),.,19.8,10.0,0.7,.,-4.3,2.5
COc1cc(S(=O)(=O)Nc2ncn[nH]2)ccc1Cl,-5.0,5.7,4.1,1.4,3.9,15.7,3.2
O=C(NCc1cccnc1)C12CC3CC(CC(C3)C1)C2,-12.1,-5.8,5.4,-2.3,6.4,-0.2,11.5
Cc1ccc(S(=O)(=O)N2CCOCC2)cc1NC(=O)COC(=O)CCOc1ccc(C(C)(C)C)cc1,-9.5,-3.8,-5.9,-3.3,-3.2,-44.1,0.8
CC1C2=C(CC(C)(C)CC2=O)NC2=C1C(=O)CC(C)(C)C2,-6.5,0.6,.,-2.4,-1.5,6.2,3.5
O=C(CN1C(=O)S/C(=C/c2cccs2)C1=O)N1CCCC1,-11.9,.,-9.6,-3.7,-2.3,-3.0,-21.0
CCCNC(=O)[C@@H]1[C@@H](CO)[C@@H]2Cn3c(ccc(-c4ccccc4)c3=O)[C@H]1N2C(=O)C1CC1,.,.,0.0,.,.,-3.3,0.1

A run of entries from further up, as a working copy:
canonical_smiles,PAX8 reporter,miR122 inh,DENV2 CPE rescue,CFTR F508del cor,FN deposit inh,INS-1E GSIS act,EWS-Fli block
O=C(CN1C(=O)S/C(=C/c2cccs2)C1=O)N1CCCC1,-11.9,.,-9.6,-3.7,-2.3,-3.0,-21.0
CCCNC(=O)[C@@H]1[C@@H](CO)[C@@H]2Cn3c(ccc(-c4ccccc4)c3=O)[C@H]1N2C(=O)C1CC1,.,.,0.0,.,.,-3.3,0.1

Profiles from above. Screens in order: PAX8 reporter	miR122 inh	DENV2 CPE rescue	CFTR F508del cor	FN deposit inh	INS-1E GSIS act	EWS-Fli block
Cc1ccc(NC(=O)CSc2nnnn2C2CCCC2)cc1S(=O)(=O)N1CCOCC1 as listed: 0.9	.	-7.1	-2.1	2.3	.	12.1
CCCNC(=O)[C@@H]1[C@@H](CO)[C@@H]2Cn3c(ccc(-c4ccccc4)c3=O)[C@H]1N2C(=O)C1CC1 as listed: .	.	0.0	.	.	-3.3	0.1

(next part)
canonical_smiles,PAX8 reporter,miR122 inh,DENV2 CPE rescue,CFTR F508del cor,FN deposit inh,INS-1E GSIS act,EWS-Fli block
COc1ccc(NS(=O)(=O)c2ccc(O)c(NS(=O)(=O)c3ccc(NC(C)=O)cc3)c2)cc1,-4.2,2.4,-4.4,2.9,3.4,25.1,2.3
CCCCCCc1cc2cc(C(=O)Nc3cccc(OC)c3)c(=O)oc2cc1O,-12.2,9.9,.,.,1.3,68.4*,.
COc1cccc(NC(=O)CN(C)C(=O)CCN2C(=O)C3CC=CCC3C2=O)c1 (configuration not stated),1.6,0.5,0.7,-0.8,.,21.9,-19.7
CC(=O)NC(CC(=O)OCC(=O)c1ccc(NC(=O)CC(C)C)cc1)c1ccccc1 (configuration not stated),0.2,5.8,-6.1,-0.7,-27.4,7.7,-6.3
COc1ccc(CNC2CC(C)N(C)CC2C)cc1OC (configuration not stated),-15.7,.,5.2,2.5,1.5,7.3,7.7
Cc1ccc(NC(=O)CCC(=O)NNC(=O)c2ccccc2)c(C)c1,1.9,1.5,-3.7,-3.5,-2.5,-0.7,4.2
Cc1cc[n+](-c2[nH]c(=O)sc2/C=N/NC([S-])=Nc2ccccc2)cc1C,5.3,-1.5,.,.,-0.2,-19.4,.
COC(=O)Cn1cnc2sc3c(c2c1=O)CCCC3,18.6,-2.0,-0.3,0.2,-22.9,22.8,-6.5
CCCC(C)NC(=O)COC(=O)c1ccc2c(c1)C(=O)N(Cc1ccco1)C2=O (configuration not stated),2.4,.,8.2,0.7,-15.9,13.4,-6.5
Cc1ccc(OCC(O)CN2CCOCC2)cc1 (configuration not stated),0.6,-4.8,0.5,-2.1,-0.5,-5.4,2.9
O=C(Nc1cc(S(=O)(=O)N2CCOCC2)ccc1Cl)c1cc(=O)c2ccccc2o1,10.0,.,-3.1,-0.2,-0.1,5.2,-7.6

Molecules listed so far with an NH in an aromatic ring (2):
canonical_smiles,PAX8 reporter,miR122 inh,DENV2 CPE rescue,CFTR F508del cor,FN deposit inh,INS-1E GSIS act,EWS-Fli block
COc1cc(S(=O)(=O)Nc2ncn[nH]2)ccc1Cl,-5.0,5.7,4.1,1.4,3.9,15.7,3.2
Cc1cc[n+](-c2[nH]c(=O)sc2/C=N/NC([S-])=Nc2ccccc2)cc1C,5.3,-1.5,.,.,-0.2,-19.4,.
